# Compound activity: PubChem BioAssay, several laboratories
# Rpn11 inh = Rpn11 (PSMD14) deubiquitinase inhibitors, primary screen, biochemical, fluorescence polarization, uHTS | 26S proteasome non-ATPase regulatory subunit 14 (Homo sapiens), O00487 | human 26S proteasome, Ub4-pepOG fluorescence polarization; 20S core pre-blocked with epoxomicin | calls only at 20 µM | hit rate 0.59% among 360,000 | AID 588493, 2011;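 active = inhibition at 20 µM, scaled to each plate's controls, above about 33%, limit read from the data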
# DNMT1 block = human DNMT1 methyltransferase inhibitors, primary screen, biochemical, molecular beacon, fluorescence, HinP1I cleavage, uHTS; inhibition (reported as % activation of signal), % at 10 µM; DNA (cytosine-5)-methyltransferase 1 (Homo sapiens), P26358; hit rate 0.83% among 360,000; in the data active = inhibition above about 50%
# LMPTP block = LMPTP phosphatase inhibitors, primary screen, biochemical, fluorescence intensity, uHTS; AID 651560, 2012; recombinant LMPTP-A, OMFP fluorogenic substrate; Low molecular weight phosphotyrosine protein phosphatase (Homo sapiens), P24666; inhibition, % at 20 µM; hit rate 0.22% among 360,000;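 active = compounds that cut the enzyme signal by at least half of the control window in the single-dose screen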;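 note: plate controls were DMSO wells with enzyme plus substrate for no effect and substrate without enzyme for full effect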
#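 Buffer or medium: Bis-Tris pH 6.0, DTT, detergent; Assay system: LMPTP-A enzyme; Quantity: 0.625 nM enzyme; Detection: endpoint fluorescence intensity; Times: 50 min dark incubation at room temperature; Controls: substrate-only low control, DMSO enzyme-plus-substrate high control; Doses: single 20 µM dose; Read-out: percent inhibition versus substrate-only and uninhibited controls; Reagent: 400 µM OMFP.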
# STEP inh = STEP phosphatase inhibitors, primary screen, biochemical, fluorescence intensity, uHTS | recombinant STEP, OMFP fluorogenic substrate | inhibition, % at 20 µM | hit rate 0.25% among 360,000 | AID 588621, 2011;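 active = inhibition at 20 µM, scaled per plate between control wells, above about 37%, limit read from the data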;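 note: 0% = DMSO with enzyme and substrate and 100% = substrate only without enzyme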
# Target sequence (P54829 whole entry, looked up): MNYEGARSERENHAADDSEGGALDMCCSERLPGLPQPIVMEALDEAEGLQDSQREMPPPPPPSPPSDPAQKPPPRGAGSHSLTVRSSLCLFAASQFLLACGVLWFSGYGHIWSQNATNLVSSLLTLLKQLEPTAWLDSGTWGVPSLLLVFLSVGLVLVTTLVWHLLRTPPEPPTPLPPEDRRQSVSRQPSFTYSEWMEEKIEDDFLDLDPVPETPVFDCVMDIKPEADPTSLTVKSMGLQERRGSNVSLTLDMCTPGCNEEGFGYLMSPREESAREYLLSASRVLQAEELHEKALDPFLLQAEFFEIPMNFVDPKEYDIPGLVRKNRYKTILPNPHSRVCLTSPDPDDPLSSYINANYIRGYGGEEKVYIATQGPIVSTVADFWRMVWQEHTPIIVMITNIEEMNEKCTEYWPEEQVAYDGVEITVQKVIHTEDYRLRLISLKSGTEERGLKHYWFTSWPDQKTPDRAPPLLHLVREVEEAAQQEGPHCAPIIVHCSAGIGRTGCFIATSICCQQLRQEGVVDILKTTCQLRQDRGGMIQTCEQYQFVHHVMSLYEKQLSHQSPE
#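 Assay system: isolated STEP enzyme / Timing: 20 min at room temperature, dark / Doses: 20 µM, 1% DMSO / Technique: fluorescence intensity, excitation 480 nm, emission 540 nm / Reagent: fluorogenic phosphatase substrate OMFP at 25 µM final / Measure: percent inhibition scaled to no-enzyme and uninhibited-enzyme controls, plate-pattern corrected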
# CSN inh = inhibitors of CSN-mediated cullin deneddylation, primary screen, biochemical, fluorescence polarization, uHTS. Purified CSN, SCF-Nedd8-OG deneddylation. COP9 signalosome complex subunit 5 (Homo sapiens), Q92905. hit rate 0.38% among 360,000. inhibition, % at 12.5 µM;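 active = pattern-corrected inhibition above about 35%, with an unprinted fluorescence ratio check between 0.5 and 1.5, limit read from the data, passing the limit was not always enough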;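 note: 0% = enzyme with substrate and 100% = substrate without enzyme; some results filed as inactive read as strong as hits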
# Target sequence (Q92905 whole entry, looked up, one chain of several): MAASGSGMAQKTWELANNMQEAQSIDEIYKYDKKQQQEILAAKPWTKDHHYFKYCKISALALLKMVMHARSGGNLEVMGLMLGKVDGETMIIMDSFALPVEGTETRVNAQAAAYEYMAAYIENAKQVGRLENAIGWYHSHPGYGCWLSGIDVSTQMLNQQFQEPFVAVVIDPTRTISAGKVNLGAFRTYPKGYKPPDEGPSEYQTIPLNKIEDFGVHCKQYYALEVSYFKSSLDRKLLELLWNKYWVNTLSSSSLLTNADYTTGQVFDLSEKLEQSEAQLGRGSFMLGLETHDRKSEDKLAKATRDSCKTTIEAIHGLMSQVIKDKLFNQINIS
#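 Test system: purified human Csn5 enzyme expressed in HEK293T cells. Amount: 0.24 nM enzyme. Reagent: SCFSkp2-Nedd8OG substrate at 10 nM final. Schedule: 90 min incubation of compound, enzyme and substrate at room temperature. Detection: fluorescence polarization. Read-out: % inhibition of substrate cleavage by Csn5.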
# Scp1 inh = Scp-1 phosphatase inhibitors, primary screen, biochemical, colorimetric, uHTS; Recombinant Scp1, phosphopeptide, malachite green phosphate absorbance; inhibition, % at 20 µM; hit rate 0.88% among 340,000;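 active = inhibition above about 50% at 20 µM, limit read from the data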;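 note: plate controls were DMSO wells with enzyme for no effect and wells lacking enzyme for full effect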
# Target sequence (Q9GZU7 76-261 limits assumed): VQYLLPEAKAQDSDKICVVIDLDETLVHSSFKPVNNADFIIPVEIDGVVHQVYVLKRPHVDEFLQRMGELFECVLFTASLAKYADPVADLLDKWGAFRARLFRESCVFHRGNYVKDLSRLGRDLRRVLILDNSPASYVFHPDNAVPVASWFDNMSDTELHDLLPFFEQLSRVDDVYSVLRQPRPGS
#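 Material – SCP-1 phosphatase catalytic domain, residues 76-261 · Buffer or medium – Acidic Tris acetate buffer with magnesium and detergent · Also added – Phospho 17-mer peptide substrate · Compound – single 20 µM dose, 1% DMSO · Times – 45 min room-temperature reaction, 5 min colour, 30 min stabiliser · Technique – Phosphate-binding colour reagent, absorbance read at 630 nm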
# MsrA inh = bovine MsrA enzyme inhibitors, primary screen, biochemical, absorbance, HTS; inhibition, % at 15.5 µM; AID 651718, 2012; hit rate 0.75% among 360,000; Methionine sulfoxide reductase A (Bos taurus); purified bovine MsrA, absorbance read-out; in the data active = inhibition above about 4.5%;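 note: 0% = vehicle wells with enzyme and 100% = reference inhibitor wells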
# NadD block = inhibitors of S. aureus NadD, primary screen, biochemical, colorimetric, uHTS. purified NadD enzyme, colorimetric absorbance read-out. inhibition, % at 20 µM. hit rate 0.78% among 360,000. AID 602399, 2012; in the data active = inhibition above about 26%; note: some compounds past the cut are filed as inactive
# SUMO1-SIM PPI = modulators of SUMO1 protein-protein interactions, primary screen, biochemical, uHTS; inhibition, % at 20 µM; SUMO1 binding to a labelled peptide, TR-FRET, 1 h; Small ubiquitin-related modifier 1 (Homo sapiens), P63165; hit rate 0.33% among 360,000; in the data active = inhibition above about 37%
# Tb MetRS inh = T. brucei MetRS inhibitors, primary screen, biochemical, luminescence; methionyl-tRNA synthetase (Trypanosoma brucei brucei); purified T. brucei MetRS, ATP depletion, Kinase-Glo luminescence; hit rate 0.4% among 360,000; inhibition, % at 11.9 µM;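 active = inhibition above a per-plate cutoff of the control wells' mean inhibition plus 3 SD, cut at about 5.5% in these data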;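 note: 0% = DMSO wells median and 100% = median of wells with control inhibitor compound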
#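 Material: T. brucei methionyl-tRNA synthetase, purified; reagent: substrates ATP, L-methionine and bulk Escherichia coli tRNA; dosing: 11.9 µM single point; timing: 15 min plus 2 h at 25 °C; detection: luminescence of leftover ATP; evaluation: % inhibition; control set: DMSO-only wells as low control; replicates: singlicate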
# An asterisk follows results filed as active; i = inactive; x = no result given.
SMILES,Rpn11 inh,DNMT1 block,LMPTP block,STEP inh,CSN inh,Scp1 inh,MsrA inh,NadD block,SUMO1-SIM PPI,Tb MetRS inh
COc1ccccc1C1N(c2ccc(Cl)cc2)C(=O)C2CCCN21 (centres undefined),i,5,-1.4,-2,13,2,0.8,1,1,0.3
O=C(COC(=O)c1ccc(Cl)nc1)Nc1ccc(Cl)cc1,i,1,-0.2,-2,3,-8,-1.0,-7,1,0.6
O=C(CSc1ccc(S(=O)(=O)N2CCOCC2)cn1)Nc1ccc(F)c(F)c1,i,2,-0.7,4,-1,-8,-0.1,1,-5,3.4
CC1CCCC(NC(=S)NC(=O)c2ccccc2Br)C1C (centres undefined),i,-7,2.3,-1,0,-2,1.0,-2,-1,0.4
CC(=O)c1cccc(OCCN2C(=O)NC(C)(C)C2=O)c1,i,1,-0.7,0,-5,-6,-0.9,5,1,0.2
O=[N+]([O-])c1ccc(-c2nc(Nc3ccc(O)cc3)c3ccccc3n2)cc1,i,-5,4.4,-2,-1,-7,2.2,8,-5,-0.4
O=[N+]([O-])c1cc2c(cc1Br)-c1ccccc1C2,i,-8,2.3,6,-3,x,-1.4,9,-14,-0.2
C=C(C)CSc1nc2nc(C)cc(C)n2n1,i,0,-0.4,-3,-2,-8,-0.5,-1,-1,-0.3
CCN1CCN(c2ncnc3scc(-c4ccc(OC)cc4)c23)CC1,i,-5,-0.2,-1,-3,-5,0.4,-8,0,-0.5
Cc1ccccc1-c1csc(C(O)(c2ccccc2)C(F)(F)F)n1 (centres undefined),i,1,2.6,-7,2,x,-0.1,-8,-5,-0.4
Cc1oc(-c2cccs2)nc1CS(=O)CC(=O)NC1CCCCCC1 (centres undefined),i,0,0.0,4,1,-5,3.0,5,4,0.2
O=C(O)CN1CCCCCC1=O,i,1,-0.7,1,3,-3,-0.4,1,-1,-0.1
CCN(CC(=O)NCc1ccc(Cl)cc1)C(=O)COc1cccc(Cl)c1,i,0,1.4,-1,-2,-1,1.1,-2,-2,0.5
CCn1c(CCn2ccnc2C)n[nH]c1=S,i,-2,-2.4,-2,1,6,0.8,0,1,-0.4
COc1ccc(N2CCN(c3ccc(NC(=O)/C=C\C(=O)O)cc3)CC2)cc1,i,-7,5.3,2,-1,-6,0.7,-1,-9,-0.1
Cc1cc(C)c(NC(=O)COC(=O)/C=C/c2cccc(C(F)(F)F)c2)c(C)c1,i,25,-2.4,-1,-3,-1,-0.1,0,0,0.6
Cc1ccc(C(=O)Nc2cccc3ccccc23)cc1,i,1,-0.1,1,-2,-14,0.8,-7,-8,-1.4
Cc1onc(-c2c(Cl)cccc2Cl)c1C(O)c1ccccc1 (centres undefined),i,1,-1.1,-2,6,-12,0.4,-3,5,-0.8
Cc1nn(-c2ccccc2)c(C)c1C(=O)OCC(=O)N(C)c1c(N)n(Cc2ccccc2)c(=O)[nH]c1=O,i,0,-0.3,-1,-3,4,-0.5,6,-2,-0.3
O=C(NNC(=O)c1cc(-c2ccccc2)nc2ccccc12)Nc1cccc(Cl)c1,i,-8,6.6,2,0,-9,0.9,10,-4,0.5

# Arranged by number of heavy atoms (ascending): some entries from above
SMILES,Rpn11 inh,DNMT1 block,LMPTP block,STEP inh,CSN inh,Scp1 inh,MsrA inh,NadD block,SUMO1-SIM PPI,Tb MetRS inh
O=C(O)CN1CCCCCC1=O,i,1,-0.7,1,3,-3,-0.4,1,-1,-0.1
C=C(C)CSc1nc2nc(C)cc(C)n2n1,i,0,-0.4,-3,-2,-8,-0.5,-1,-1,-0.3
Cc1ccc(C(=O)Nc2cccc3ccccc23)cc1,i,1,-0.1,1,-2,-14,0.8,-7,-8,-1.4
Cc1onc(-c2c(Cl)cccc2Cl)c1C(O)c1ccccc1 (centres undefined),i,1,-1.1,-2,6,-12,0.4,-3,5,-0.8
Cc1ccccc1-c1csc(C(O)(c2ccccc2)C(F)(F)F)n1 (centres undefined),i,1,2.6,-7,2,x,-0.1,-8,-5,-0.4
CCN1CCN(c2ncnc3scc(-c4ccc(OC)cc4)c23)CC1,i,-5,-0.2,-1,-3,-5,0.4,-8,0,-0.5
CCN(CC(=O)NCc1ccc(Cl)cc1)C(=O)COc1cccc(Cl)c1,i,0,1.4,-1,-2,-1,1.1,-2,-2,0.5
Cc1cc(C)c(NC(=O)COC(=O)/C=C/c2cccc(C(F)(F)F)c2)c(C)c1,i,25,-2.4,-1,-3,-1,-0.1,0,0,0.6
O=C(NNC(=O)c1cc(-c2ccccc2)nc2ccccc12)Nc1cccc(Cl)c1,i,-8,6.6,2,0,-9,0.9,10,-4,0.5
Cc1nn(-c2ccccc2)c(C)c1C(=O)OCC(=O)N(C)c1c(N)n(Cc2ccccc2)c(=O)[nH]c1=O,i,0,-0.3,-1,-3,4,-0.5,6,-2,-0.3

# Next entries:
SMILES,Rpn11 inh,DNMT1 block,LMPTP block,STEP inh,CSN inh,Scp1 inh,MsrA inh,NadD block,SUMO1-SIM PPI,Tb MetRS inh
CC(=O)O[C@@H]1C[C@@]2(C)[C@@H](CC[C@H]2[C@@H](C)/C=C\CC(C)C)C2=C[C@@H](O)[C@@]3(O)C[C@@H](O)[C@H](O)C[C@]3(CO)[C@]21O,i,11,0.8,-3,-3,x,-0.4,-4,10,-0.2
CN(CCNC(=O)c1cc2c(=O)n(C)c3ccccc3c2n1C)Cc1ccccc1,i,1,0.4,0,4,-16,-0.3,4,5,0.8
Brc1ccc(Cn2c(-c3ccc(Br)o3)nc3ccccc32)o1,i,-8,7.0,0,-1,-2,-0.3,4,-3,-0.3
CCCCNc1nc2c(-c3ccccc3)nnn2c2ccccc12,i,25,35,-1,5,-7,-0.3,12,-37,-0.5
O=C(COc1cccc2ccccc12)N/N=C/C=C/c1ccccc1,i,2,1.1,0,-1,-6,2.8,7,0,-0.8
CCOC(=O)NCC(C)(C)CNC(=O)OCC,i,-1,0.1,1,-1,-8,-0.4,3,3,-0.2
Cc1ccc(OCCn2c(=O)sc3ccccc32)cc1,i,-1,3.0,0,0,-17,0.9,-2,2,-0.7
COc1ccc(Cn2nnnc2CN2CCC(c3nc4ccccc4s3)CC2)cc1,i,-6,0.8,-2,-2,4,-0.6,-4,0,-1.0
CCCn1c(SCC(=O)Nc2nnc(CC)s2)nnc1-c1ccco1,i,-1,0.9,-1,2,-2,0.4,4,3,-0.3
COc1ccc(CCN(Cc2cccs2)S(=O)(=O)c2ccc(C(=O)O)cc2)cc1OC,i,-1,-2.6,-2,0,-8,-0.1,-6,2,0.0
CCCCc1nnc(NC(=O)c2cccc(S(=O)(=O)N3CCN(C)CC3)c2)s1,i,1,-0.4,1,-2,38,0.2,10,8,0.3
O=C1C2C3C=CC(CC3)C2S(=O)(=O)C2C3C=CC(CC3)C12 (centres undefined),i,7,-0.4,-1,0,x,-0.6,-5,2,-0.1
CCn1cc(C(=O)NCc2ccco2)c(=O)c2ccc(C)nc21,i,-3,1.0,1,-1,-6,-0.5,-5,4,-0.1
O=C(O)c1cc(-c2cccc([N+](=O)[O-])c2)n[nH]1,i,1,-1.5,-1,2,-3,0.1,-5,-15,-0.6
COc1ccccc1C(=O)Nc1cc2c(cc1C(=O)O)OCCCO2,i,2,0.1,-1,-5,2,1.6,-8,-3,-0.3
COCCN(CCOC)S(=O)(=O)c1ccc(C(=O)Nc2nc(C)c(C(C)=O)s2)cc1,i,4,-1.2,-3,5,-11,1.1,-2,-12,-0.8
COC(=O)c1nn(-c2ccc(OC)cc2)c(=O)cc1Oc1cccc(Cl)c1,i,-3,-0.3,0,1,-12,0.2,3,-11,0.4
CCOC(=O)C1(CC2CCCCO2)CCN(C(=O)Nc2ccccc2SC)CC1 (centres undefined),i,-1,0.3,-1,-11,-4,0.5,-2,1,-0.9
CCn1ncc(Br)c1C(=O)Nc1sc2c(c1C(N)=O)CCC2,i,0,1.1,0,6,-7,0.3,-6,-9,-0.1
COc1ccc(C2C(C#N)=C(N)OC(C(C)(C)C)=C2C#N)cc1OC (centres undefined),i,1,0.8,0,-5,-6,0.8,3,-8,-0.3
CC(=O)Nc1ccc(C(=S)NCCCO)cc1,i,-3,0.1,4,-4,-1,0.5,-8,-4,0.2
CC1(C)CC2CC(C)(CN2S(=O)(=O)c2ccc(C(=O)Nc3cccc(S(=O)(=O)N4CCOCC4)c3)cc2)C1 (centres undefined),i,-14,1.7,1,5,-4,-0.7,11,-2,-0.1
O=C1c2cc(N3CCCC3)c([N+](=O)[O-])cc2C(=O)N1c1ccccc1,i,4,-1.4,-2,-18,-4,-0.4,-4,-4,-0.1
Cc1ccc(-c2cnc3c(c2)C(=O)N([C@H](C)CO)C[C@@H](C)[C@@H](CN(C)C(=O)Cc2ccccc2)O3)cc1,i,4,0.0,2,6,x,-1.2,11,0,-0.6
Cc1cc(C([O-])=C(C(=S)Nc2ccc(F)cc2)[n+]2ccccc2)c(C)n1-c1ccc(F)cc1,i,-14,-2.0,1,4,-8,0.7,8,-13,-0.3
O=C(Nc1c(-c2ccc3c(c2)OCO3)[nH][nH]c1=O)c1cccc(C(F)(F)F)c1,i,-25,1.1,-2,-1,x,0.5,1,2,0.6
COc1ccc(NC(=S)SC)cc1OC,i,-2,-2.4,1,0,-3,1.0,1,-1,0.5
COCCN(Cc1ccccc1)C(=O)c1cccc(S(=O)(=O)N2CCCc3ccccc32)c1,i,-6,-0.1,0,-6,-6,-0.1,-7,4,-0.3
